From PubChem
CRFBP-R2 agonist – agonists of human CRF-binding protein/CRF-R2 receptor complex. HEK293 CRF-R2/CRF-BP, calcium dye fluorescence (FLIPR); percent of saturating CRF peptide response. activation, % at 13.2 µM. hit rate 0.46% among 350,000;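 active = activation of at least 50%, plus an integration ratio under a set limit after plate pattern correction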;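 note: plate controls were neutral control wells without compound for no effect and CRF at EC100 for full effect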
GalR3 antagonist – antagonists of human GalR3 | AID 651719 | O60755 | hit rate 0.44% among 360,000 | inhibition, % at 3 µM | HEK293 GalR3-CNG cAMP membrane potential fluorescence; galR3 body fused to GalR1 C-terminus;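 active = inhibition above the screen-wide average plus 3 SD, cut at about 13% in these data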;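 note: forskolin and galanin both at EC90 stimulate the cells; cAMP rise reported by CNG channel membrane potential dye signal; 0% = forskolin plus galanin with DMSO and 100% = forskolin alone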
Target sequence (O60755 1-299 limits assumed): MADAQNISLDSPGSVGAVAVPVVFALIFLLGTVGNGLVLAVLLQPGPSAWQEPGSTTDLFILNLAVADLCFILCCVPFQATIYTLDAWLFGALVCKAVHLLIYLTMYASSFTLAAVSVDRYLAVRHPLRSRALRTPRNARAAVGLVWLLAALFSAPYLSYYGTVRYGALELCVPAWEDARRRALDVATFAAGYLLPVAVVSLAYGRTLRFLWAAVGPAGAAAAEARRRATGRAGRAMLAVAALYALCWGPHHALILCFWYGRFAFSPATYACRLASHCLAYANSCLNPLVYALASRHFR
MEKK2mut PB1 HTS – signal of MEK5 binding to mutant human MEKK2 PB1 domain; bead flow cytometry, Alexa488-MEK5 binding to MEKK2 mutant; percent response, % at 10 µM; hit rate 0.35% among 290,000; AID 1530; in the data active = percent response above about 24%, passing the limit was not always enough; note: inactives centre near 1; some results filed as inactive read as strong as hits; reference of the scale not given here
FID counter – fluorescent intercalator displacement, NS3 helicase counter-screen; AID 1845; hit rate 0.17% among 290,000; inhibition, % at 7.9 µM; DNA fluorescent intercalator displacement, fluorescence; in the data active = inhibition above about 37%;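 note: 0% = vehicle and 100% = reference compound; higher means more ethidium bromide displaced from hairpin DNA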
MEKK2wt PB1 HTS – raises or lowers MEK5 binding to wildtype human MEKK2 PB1 domain; Q9Y2U5; bead flow cytometry, Alexa488-MEK5 binding to MEKK2 WT; actives lie on both sides; binding response (% of control), % at 10 µM; hit rate 1.1% among 290,000; AID 1531; in the data active = binding response below about 67% or above about 130%; inconclusive = no clear call, values can overlap the other calls; inactive = in between
CRFBP-R2 block – blocks CRF-induced signaling of the CRF-BP/CRF-R2 complex. HEK293 CRF-R2/CRF-BP, CRF-induced calcium fluorescence. inhibition, % at 11.8 µM. hit rate 0.59% among 350,000;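 active = inhibition of the ligand-induced calcium signal above about 50% at the single tested concentration, limit read from the data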
MEKK3 PB1 HTS – modulators (inhibitors or enhancers) of MEK5 binding to human MEKK3 PB1 domain; Q99759; bead-based flow cytometry, Alexa488-MEK5 binding to MEKK3; actives lie on both sides; 0 = blocked by unlabeled MEK5, 100 = vehicle; binding response (% of control), % at 10 µM; hit rate 1.4% among 290,000;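 active = binding response more than 3 SD above or below the average of its plate-row segment, actives on both sides; inconclusive = wells at one plate position flagged as instrument error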;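 note: Alexa488 bead fluorescence after subtracting the streptavidin-only scavenger bead signal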
Target sequence (Q99759 whole entry, looked up, the tested form may be a part): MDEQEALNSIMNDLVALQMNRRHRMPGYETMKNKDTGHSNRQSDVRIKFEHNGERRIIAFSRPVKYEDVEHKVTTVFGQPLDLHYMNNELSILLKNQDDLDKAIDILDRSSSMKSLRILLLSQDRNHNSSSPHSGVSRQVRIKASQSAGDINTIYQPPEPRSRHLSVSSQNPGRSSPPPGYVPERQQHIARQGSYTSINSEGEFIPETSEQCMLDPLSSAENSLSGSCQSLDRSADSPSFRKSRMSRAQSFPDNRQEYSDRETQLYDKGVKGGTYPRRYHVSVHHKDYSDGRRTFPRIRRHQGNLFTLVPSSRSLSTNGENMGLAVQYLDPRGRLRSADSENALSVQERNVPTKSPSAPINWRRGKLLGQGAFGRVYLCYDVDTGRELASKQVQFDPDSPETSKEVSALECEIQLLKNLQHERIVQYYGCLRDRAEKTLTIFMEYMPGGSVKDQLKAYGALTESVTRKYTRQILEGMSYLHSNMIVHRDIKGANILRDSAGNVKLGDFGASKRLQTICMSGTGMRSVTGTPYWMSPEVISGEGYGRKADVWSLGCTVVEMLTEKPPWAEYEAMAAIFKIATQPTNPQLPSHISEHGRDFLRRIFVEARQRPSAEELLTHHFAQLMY
UBC9 SUMO inh – blocks human SUMOylation mediated by UBC9. hit rate 0.36% among 290,000. HTRF SUMOylation assay, SAE1/SAE2 + UBC9, in vitro. inhibition, % at 35 µM. P63279. AID 2006; in the data active = inhibition above about 50%, passing the limit was not always enough; inconclusive = no clear call, values can overlap the other calls; note: strong numbers were not always called active
HCV NS3 hel inh – inhibitors of Hepatitis C virus NS3 helicase | NS3 helicase DNA unwinding, Cy5 molecular beacon fluorescence | inhibition, % at 10.9 µM | hit rate 0.56% among 290,000 | AID 1800;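 active = inhibition above the mean of all tested compounds plus 3 SD, set per campaign, cut at about 35% in these data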;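 note: 0% = DMSO wells and 100% = thioflavine S control wells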
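Assay system: hepatitis C virus NS3 helicase domain fragment enzyme. Also added: annealed dual-labelled DNA beacon duplex, ATP-started. Timing: 1 h reaction at 25 °C, ATP-initiated. Technique: Cy5 fluorescence at 0 and 60 min, beacon hairpin quenching. Evaluation: % inhibition of unwinding. Replication: one well per compound.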
Numbers without * were called inactive; ? = inconclusive; / = not tested or not shown; & = joins results of further samples. An excerpt, so the mix of outcomes need not match the whole.

mol,CRFBP-R2 agonist,GalR3 antagonist,MEKK2mut PB1 HTS,FID counter,MEKK2wt PB1 HTS,CRFBP-R2 block,MEKK3 PB1 HTS,UBC9 SUMO inh,HCV NS3 hel inh
Nc1c(C(=O)NC2CC2)sc2nc3c(c(-c4ccco4)c12)CC/C3=C/c1ccco1,4.0,/,-2,-3,61,4,76,?,69*
C=CCn1c(SCC(=O)/C(C#N)=C(\C)N)nc2sc(CC)cc2c1=O,-2.8&-1.5,-3&-1,-2,0,100,13&18,117,14,-1
COc1ccc(NC(=S)NNC(=O)c2ccccc2OC(F)F)cc1,-0.8,-3,-6,0,101,7,101,-15,-1
COc1cc(OC)c(OC)cc1CNC(=O)CCN1C(=O)c2cccc([N+](=O)[O-])c2C1=O,1.0,-7,-3,-4,100,10,99,11,7
CCN(CC(=O)Nc1ccc(NC(C)=O)cc1)C(=O)COc1ccc(C(=O)c2ccccc2)cc1,0.2,-2,12,-26,119,-8,105,-7,5
COC(=O)c1sccc1NC(=S)Nc1ccc(C)cc1,-0.9,-1,3,4,102,-8,104,6,10
CC(=O)c1cc(CCC(=O)NC2CCCCCC2)oc1C,-1.2,-6,-3,-7,99,17,100,0,5
Cc1ccc(S(=O)(=O)N2CCC(C)CC2)cc1,0.2,-11,3,-7,106,2,104,-11,5

The closing 6 entries of the section above open the next one.
mol,CRFBP-R2 agonist,GalR3 antagonist,MEKK2mut PB1 HTS,FID counter,MEKK2wt PB1 HTS,CRFBP-R2 block,MEKK3 PB1 HTS,UBC9 SUMO inh,HCV NS3 hel inh
COc1ccc(NC(=S)NNC(=O)c2ccccc2OC(F)F)cc1,-0.8,-3,-6,0,101,7,101,-15,-1
COc1cc(OC)c(OC)cc1CNC(=O)CCN1C(=O)c2cccc([N+](=O)[O-])c2C1=O,1.0,-7,-3,-4,100,10,99,11,7
CCN(CC(=O)Nc1ccc(NC(C)=O)cc1)C(=O)COc1ccc(C(=O)c2ccccc2)cc1,0.2,-2,12,-26,119,-8,105,-7,5
COC(=O)c1sccc1NC(=S)Nc1ccc(C)cc1,-0.9,-1,3,4,102,-8,104,6,10
CC(=O)c1cc(CCC(=O)NC2CCCCCC2)oc1C,-1.2,-6,-3,-7,99,17,100,0,5
Cc1ccc(S(=O)(=O)N2CCC(C)CC2)cc1,0.2,-11,3,-7,106,2,104,-11,5
S=C(Nc1cc(Cl)cc(Cl)c1)NC1CCN(Cc2ccccc2)CC1,2.5,0,10,23,135*,-18,103,-14,-44
O=[N+]([O-])c1ccc(SCc2ccncc2)nc1,1.1,-8,1,-3,99,9,102,-6,-12
C=CCn1c(=O)c(C(=O)Nc2ccccc2C)c(O)c2ccccc21,4.3,-12,-3,-4,99,-26,101,-1,11
CC(C)c1c(C(=O)N/N=C/c2cccc(OCc3ccccc3)c2)nnn1-c1nonc1N,5.4,-4,2,-4,104,-8,101,-24,-9
O=C(Cc1c[nH]c2ccccc12)NCc1ccc(Cl)cc1,-1.4,-4,-3,-6,98,1,98,3,4
CCCCNS(=O)(=O)c1ccc(NC(=O)Cc2ccc(OC)cc2)cc1,-1.7,-4,0,-11,99,-39,100,16,-2
O=C(Nc1ccccc1C(F)(F)F)c1c(F)cccc1Cl,-2.4,-1,1,-2,103,11,101,27,-4
O=C(CSc1nnc(-c2cccnc2)o1)OC1CCCCC1,2.3,-5,3,-11,106,-3,110,19,0
COC(=O)c1ccccc1OCCCOc1ccc(C=O)cc1OC,-1.2,0,-10,-21,91,-2,88,19,3
CSc1nc(N(C)C)nc(N(C)C#N)n1,0.4,-6,14,0,105,-13,106,8,5
Cc1cccc(NS(=O)(=O)c2csc(C(N)=O)c2)c1C,-0.4,-6,1,-6,97,5,97,-1,2
Cc1ccccc1OCCNc1cc(N2CCN(CCO)CC2)ccc1[N+](=O)[O-],1.1,-4,8,15,135,-46,110,-12,-76
O=C(CO/N=C/c1ccc2c(c1)OCO2)Nc1cccc(Br)c1,-1.7,2,2,-5,94,-17,101,-15,-2
CCc1ccc(N2C(=O)CN(Cc3ccc(OC)c(OC)c3)C2=S)cc1,1.1,-3,-1,-23,101,24,110,-7,14
c1csc(CN2CCN(Cc3cccs3)C2c2cccs2)c1,0.2,-2,2,5,105,1,104,-2,-5
COc1ccc(NC(=O)C2CCN(C(=O)Nc3ccc(C)cc3)CC2)cc1OC,0.2,-8,6,-22,103,0,101,8,8
COc1ccc(C(CC(=O)NCCCN2CCOCC2)NS(=O)(=O)c2ccc(C)cc2)cc1 (stereo unspecified),1.2,-2,8,6,108,24,105,-16,-1
COC(=O)c1ccc2c(=O)n(CCCCCC(=O)NCc3ccccn3)c(=O)[nH]c2c1,-0.7,-2,0,-11,94,12,103,8,6
Cc1ccc(-c2c(C)n([O-])c3c([n+]2=O)CCC3)o1,-0.8,0,4,2,104,-4,102,30,0
CC1(C)Cc2ccccc2C2=C(C(=O)N3CCCCCC3)C(=O)C(=O)N21,-0.3,-5,14,-5,110,-2,107,-7,-2
COc1ccc(N(CC(=O)NC2CC3CCC2C3)S(=O)(=O)c2ccccc2)cc1OC (stereo unspecified),-1.4,-4,-6,-33,95,21,98,7,0
CCN(CC)S(=O)(=O)c1cccc(C(=O)N/N=C/c2ccccc2OCC(=O)O)c1,0.0,6,-8,-39,93,1,101,2,5
CSCC[C@H](NC(=O)Nc1ccc(C)cc1)C(=O)O,-0.7,1,-2,0,96,15,96,-9,-2
COC(=O)c1ccccc1N=Nc1c(N)[nH][nH]c1=O,5.5,-4,-12,0,95,-23,97,-22,1

(continued)
Fields: CRFBP-R2 agonist | GalR3 antagonist | MEKK2mut PB1 HTS | FID counter | MEKK2wt PB1 HTS | CRFBP-R2 block | MEKK3 PB1 HTS | UBC9 SUMO inh | HCV NS3 hel inh
COC(=O)c1cnn(C(=O)c2ccccc2Br)c1N
→ -1.3 | -4 | 10 | -3 | 114 | -11 | 116 | -14 | 1
CC(/C=C/c1ccccc1)=N\NC(=O)C1CC1(C)c1ccccc1 (stereo unspecified)
→ 1.4 | 0 | 5 | -11 | 107 | -31 | 110 | 4 | -11
CCN(CC(=O)NCc1ccncc1)S(=O)(=O)c1ccccc1
→ -0.1 | -6 | 2 | -5 | 98 | 17 | 99 | 13 | 4
CCOC(=O)CCNCc1ccc(F)cc1
→ -1.3 | -3 | 2 | 5 | 102 | -5 | 101 | 2 | -2
COc1cccc(/C=C/C(=O)OCC(=O)N2CCN(S(=O)(=O)c3ccc(Cl)cc3)CC2)c1
→ 2.9 | -1 | 3 | -17 | 97 | 0 | 98 | 14 | 7
O=C(Nc1ccccc1O)c1csc2c1CCCC2
→ 0.8 | -2 | -14 | 8 | 80 | 15 | 87 | 6 | 6
COc1ccc(Cn2nnnc2C(c2ccc(F)cc2)N2CCN(C3CCCC3)CC2)cc1 (stereo unspecified)
→ 1.7 | -5 | -4 | 21 | 107 | -10 | 101 | 13 | -5
O=C1c2cccnc2C(=O)N1Cc1ccc(F)cc1
→ -1.0 | 1 | -2 | 6 | 87 | -1 | 83 | -3 | 0
CN(C)S(=O)(=O)N1CCC(CCCC2CCN(S(=O)(=O)N(C)C)CC2)CC1
→ 1.5 | -2 | 7 | -11 | 108 | -20 | 109 | -5 | 9
Cc1cccc(C(=O)NNC(=O)Nc2ccccc2)c1
→ 1.5 | -2 | -1 | -2 | 107 | -13 | 118 | 10 | -4
NC(=O)c1cccnc1Sc1ccc(Cl)cc1
→ -0.5 | 2 | -1 | 1 | 103 | 13 | 97 | 1 | -7
Cc1ccc(NC(=O)c2cc(S(=O)(=O)N3CCCC3)cn2C)cc1C
→ -3.5 | / | -4 | -33 | 100 | -14 | 98 | 18 | -4
COC(CNC(=O)c1ccc(Cn2c(=S)[nH]c3cc4c(cc3c2=O)OCO4)cc1)OC
→ -3.4 | -4 | 5 | -18 | 105 | 9 | 105 | 24 | -3
NS(=O)(=O)c1ccc(NC(=O)CSc2nc(Nc3ccccc3)nc(N3CCOCC3)n2)cc1
→ -0.6 | -2 | 5 | -24 | 106 | -20 | 105 | -7 | -14
O=C(CCCSc1nc2ccccc2[nH]1)N1CCN(c2ccc([N+](=O)[O-])cc2)CC1
→ -0.1 | 1 | -2 | 3 | 101 | 15 | 102 | -8 | 13
Cc1cc(C)n(CCN(C)C(=O)C2CCC(=O)N(CCc3cccc(F)c3)C2)n1 (stereo unspecified)
→ 35 | 2 | -1 | -22 | 94 | -15 | 98 | / | -8
CC(C)(C)c1ccc(C(=O)NCc2nnc(SCC(=O)NC3CCCCC3)o2)cc1
→ 0.9 | -1 | -1 | -26 | 102 | -6 | 104 | 4 | -5
Oc1ccc(/C=N\Nc2nncc(-c3ccccc3)n2)cc1
→ -6.9 | 2 | -13 | -14 | 91 | 12 | 93 | 16 | 11
CS/C(N)=N/C(=S)Nc1cccc(Cl)c1
→ 0.6 | -2 | -1 | -2 | 102 | 1 | 101 | 22 | -9
COc1cccc(C2CC(c3ccc(C)cc3)n3ncnc3N2)c1 (stereo unspecified)
→ 2.5 | 3 | 4 | -28 | 109 | -38 | 106 | 10 | 4
Nc1nc(Nc2ccccc2)nc(NCCO)c1[N+](=O)[O-]
→ -2.2 | -5 | -1 | -6 | 98 | -8 | 98 | 12 | 3
C=CCNC(=O)c1c(O)c2cccc3c2n(c1=O)CCC3
→ -1.9 | -10 | 4 | -15 | 108 | -5 | 103 | 6 | -1
O=S(=O)(Nc1ccc(S(=O)(=O)Nc2ncccn2)cc1)c1ccccc1
→ -0.8 | -3 | -7 | -6 | 90 | 8 | 96 | 7 | -3
CC(=O)c1ccc(NC(=O)CCCC(=O)c2ccccc2)cc1
→ 0.9 | -7 | 5 | -15 | 107 | 16 | 105 | 0 | 10
Cc1[nH]c(=O)[nH]c(=O)c1N(C)C
→ -0.7 | 0 | -13 | -2 | 91 | 8 | 93 | 5 | 6
CC(C)(C)c1cc(C(=O)N/N=C/c2ccc(O)cc2)n(-c2ccccc2)n1
→ 0.5 | -11 | 0 | -32 | 107 | 8 | 122 | 4 | -3
COc1ccc(NC2=C(NC(C)=O)C(=O)c3ccccc3C2=O)cc1
→ -0.6 | -13 | 5 | -5 | 102 | -57 | 104 | -5 | 10
CC1CCC(NC(=O)c2ccc3c(c2)OCO3)CC1 (stereo unspecified)
→ -1.4 | -3 | 14 | -12 | 108 | 3 | 107 | -6 | 8
COc1ccccc1CNC(=O)c1cccc(C)c1[N+](=O)[O-]
→ -2.1 | 0 | 14 | 0 | 110 | 16 | 97 | 28 | 2
O=C(NCC(=O)N(c1cccnc1)C(C(=O)NC1CCCC1)c1cccs1)c1ccco1 (stereo unspecified)
→ 1.1 | -6 | 8 | -8 | 103 | -7 | 103 | 4 | -4
